# Assay outcomes as filed in PubChem BioAssay.
# Scp1 inh – inhibitors of human Scp-1 phosphatase. Recombinant Scp1, phosphopeptide, malachite green phosphate absorbance. AID 493091. 340,000 compounds, 0.88% hits. Q9GZU7. inhibition, % at 20 µM;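 active means inhibition above about 50% at 20 µM, limit read from the data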;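 further: plate controls were DMSO wells with enzyme for no effect and wells lacking enzyme for full effect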
#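 System: SCP-1 catalytic domain; Reagent: Phospho 17-mer peptide substrate; Doses: one concentration, 20 µM, with 1.0% DMSO; Incubation: 45 min room-temperature reaction, 5 min colour, 30 min stabiliser; Signal: Phosphate-binding colour reagent, absorbance read at 630 nm.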
# LMPTP inh – blocks human LMPTP phosphatase; inhibition, % at 20 µM; 360,000 compounds, 0.22% hits; recombinant LMPTP-A, OMFP fluorogenic substrate, fluorescence intensity; AID 651560;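 active means compounds that cut the enzyme signal by at least half of the control window in the single-dose screen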;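 further: plate controls were DMSO wells with enzyme plus substrate for no effect and substrate without enzyme for full effect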
#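 Test system – LMPTP-A phosphatase enzyme · Quantity – 0.625 nM LMPTP-A final · Reagent – OMFP substrate, 400 µM final · Dosing – one test concentration per compound, 20 µM, with 3% DMSO overall · Timing – 50 min enzyme reaction at room temperature, protected from light · Detection – fluorescence intensity · Controls – substrate-only low control, DMSO enzyme-plus-substrate high control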
# DNMT1 block – DNMT1 (human) enzyme inhibition. P26358. DNMT1 molecular beacon, Hinp1I cleavage, fluorescence. inhibition (reported as % activation of signal), % at 10 µM. 360,000 compounds, 0.83% hits; in the data active means inhibition above about 50%
# SUMO1-SIM PPI – alters human SUMO1 binding to SIM partners | P63165 | SUMO1 binding to a labelled peptide, TR-FRET, 1 h | inhibition, % at 20 µM | 360,000 compounds, 0.33% hits | AID 602429; in the data active means inhibition above about 37%
# Target sequence (P63165 whole entry, looked up): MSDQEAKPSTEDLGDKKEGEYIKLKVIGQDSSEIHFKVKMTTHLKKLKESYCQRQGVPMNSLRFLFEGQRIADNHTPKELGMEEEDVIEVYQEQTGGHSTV
# CSN inh – inhibitors of human CSN-mediated cullin deneddylation. 360,000 compounds, 0.38% hits. Purified CSN, SCF-Nedd8-OG deneddylation, fluorescence polarization. Q92905. inhibition, % at 12.5 µM;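 active means pattern-corrected inhibition above about 35%, with an unprinted fluorescence ratio check between 0.5 and 1.5, limit read from the data, passing the limit was not always enough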;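 further: 0% = enzyme with substrate and 100% = substrate without enzyme; some results filed as inactive read as strong as hits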
#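 test system = HEK293T-derived human Csn5 enzyme | amount = 0.24 nM Csn5 enzyme, final concentration | medium = Tris/NaCl/DTT buffer, pH 7.5 | schedule = 90 min reaction at room temperature | signal = FP | evaluation = inhibition of Csn5 cleavage, % | compound dosing = single dose of 12.5 µM compound with 0.25% DMSO | probe or stimulus = 10 nM SCFSkp2-Nedd8OG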
# NadD inh – NadD (S. aureus) enzyme inhibition. purified NadD enzyme, colorimetric absorbance read-out. inhibition, % at 20 µM. 360,000 compounds, 0.78% hits; in the data active means inhibition above about 26%; further: some compounds past the cut are filed as inactive
# MLLE-PAM2 inh – inhibitors of microRNA-mediated deadenylation, human PABP1 MLLE binding; P11940; GST-MLLE / FITC-PAM2 fluorescence polarization; inhibition, % at 20 µM; 360,000 compounds, 0.36% hits; AID 588489; in the data active means inhibition above about 35%, passing the limit was not always enough;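 further: plate controls were DMSO wells with GST-MLLE for no effect and wells lacking GST-MLLE protein for full effect; some results filed as inactive read as strong as hits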
# STEP inh – blocks human striatal-enriched tyrosine phosphatase. P54829. recombinant STEP, OMFP fluorogenic substrate, fluorescence. inhibition, % at 20 µM. 360,000 compounds, 0.25% hits. AID 588621;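 active means inhibition at 20 µM, scaled per plate between control wells, above about 37%, limit read from the data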;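 further: 0% = DMSO with enzyme and substrate and 100% = substrate only without enzyme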
# Target sequence (P54829 whole entry, looked up): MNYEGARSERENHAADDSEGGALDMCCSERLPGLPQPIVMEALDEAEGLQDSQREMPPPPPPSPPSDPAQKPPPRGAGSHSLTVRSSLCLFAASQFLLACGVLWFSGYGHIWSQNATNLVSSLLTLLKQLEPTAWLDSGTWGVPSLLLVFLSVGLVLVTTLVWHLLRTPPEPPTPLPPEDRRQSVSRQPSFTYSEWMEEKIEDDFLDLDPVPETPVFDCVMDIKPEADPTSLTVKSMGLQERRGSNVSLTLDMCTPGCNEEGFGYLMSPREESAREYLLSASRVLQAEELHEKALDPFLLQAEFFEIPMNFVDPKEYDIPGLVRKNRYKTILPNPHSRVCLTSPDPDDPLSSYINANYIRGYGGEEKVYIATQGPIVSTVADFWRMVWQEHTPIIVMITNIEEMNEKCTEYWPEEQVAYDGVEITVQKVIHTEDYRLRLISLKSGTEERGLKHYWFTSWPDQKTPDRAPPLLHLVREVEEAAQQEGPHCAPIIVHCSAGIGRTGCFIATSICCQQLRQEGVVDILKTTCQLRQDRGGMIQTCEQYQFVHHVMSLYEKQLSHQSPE
#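 System: isolated STEP enzyme; schedule: 20 min enzyme reaction at room temperature, protected from light; medium: Bis-Tris buffer pH 6.0, 2.5 mM DTT, 0.005% Tween 20; signal: fluorescence, 480/540 nm; dosing: single compound dose of 20 µM, 1% DMSO final; also added: OMFP substrate, 25 µM final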
# Rpn11 block – Rpn11 (human) deubiquitinase inhibition; O00487; human 26S proteasome, Ub4-pepOG fluorescence polarization; 20S core pre-blocked with epoxomicin; calls only at 20 µM; 360,000 compounds, 0.59% hits;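 active means inhibition at 20 µM, scaled to each plate's controls, above about 33%, limit read from the data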
# Target sequence (O00487 whole entry, looked up): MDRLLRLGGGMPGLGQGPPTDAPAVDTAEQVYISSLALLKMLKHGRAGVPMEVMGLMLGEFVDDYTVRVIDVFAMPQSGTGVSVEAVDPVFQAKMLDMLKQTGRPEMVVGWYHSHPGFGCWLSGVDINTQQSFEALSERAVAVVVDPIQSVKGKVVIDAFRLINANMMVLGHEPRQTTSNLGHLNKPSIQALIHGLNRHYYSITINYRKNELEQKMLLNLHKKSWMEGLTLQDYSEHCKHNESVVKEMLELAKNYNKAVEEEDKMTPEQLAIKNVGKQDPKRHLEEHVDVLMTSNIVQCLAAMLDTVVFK
# Tb MetRS inh – blocks T. brucei methionyl-tRNA synthetase activity. purified T. brucei MetRS, ATP depletion, Kinase-Glo luminescence. inhibition, % at 11.9 µM. 360,000 compounds, 0.4% hits;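 active means inhibition above a per-plate cutoff of the control wells' mean inhibition plus 3 SD, cut at about 5.5% in these data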;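 further: 0% = DMSO wells median and 100% = median of wells with control inhibitor compound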
#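 Dosing: 11.9 µM compound single dose, 0.9% DMSO; Assay system: purified T. brucei MetRS enzyme; Measured by: Kinase-Glo luciferase luminescence reporting remaining unconsumed ATP; Schedule: 15 min plus 2 h at 25 °C.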
# * hit, by the source's call; i = inactive; + = active, no number.
no.	canonical_smiles	Scp1 inh	LMPTP inh	DNMT1 block	SUMO1-SIM PPI	CSN inh	NadD inh	MLLE-PAM2 inh	STEP inh	Rpn11 block	Tb MetRS inh
1	Cc1cccc(NC(=O)CSc2ccc(-c3ccco3)nn2)c1	-4	-0.1	-11	-5	-4	2	29	-1	i	0.4
2	CC12CCC(C(=O)N(CC(O)CN3CCCCC3)C1=O)C2(C)C (stereo not drawn)	-1	-0.3	0	2	2	3	14	-1	i	-0.9
3	CC1CCCCC1NS(=O)(=O)CCNC(=O)c1ccccc1 (stereo not drawn)	-1	-0.5	1	0	-4	-1	10	1	i	0.1
4	Nc1ccc(C(=O)OCC(=O)NC2CCS(=O)(=O)C2)cc1[N+](=O)[O-] (stereo not drawn)	6	-0.4	3	-25	2	-6	-4	6	i	1.1
5	CN(C)CCNc1nc2sc3c(c2c(=O)n1CCc1ccccc1)CCCCC3	-30	0.5	-8	-25	10	-10	0	3	i	-0.5
6	C[N+](C)(C)C[C@H](O)CC(=O)[O-]	-4	-0.3	3	2	5	-2	-7	-2	i	1.5
7	COC(=O)[C@@H]1C[C@H]2CC[C@H](O)C[C@H]2N1Cc1ccc(Cl)cc1	-11	0.7	-4	-2	-4	3	-23	0	i	0.0
8	NC(=O)c1sc(-c2ccsc2)cc1NS(=O)(=O)c1ccc(C(F)(F)F)cc1	-7	1.9	-11	-6	-2	-7	7	-3	i	-1.0
9	CCN(CC)c1ccc(/C=N/N2CCN(Cc3ccc(C)cc3C)CC2)c(O)c1	-7	1.5	-8	2	-3	1	9	0	i	-0.3
10	CC(=O)N(C)c1nnc(-c2ccccn2)s1	-1	-0.6	0	-1	-5	7	-3	-1	i	0.1
11	CCn1c(SCC(=O)NCC2CCCO2)nnc1-c1ccc(Cl)cc1 (stereo not drawn)	7	-1.7	6	1	-2	2	-13	0	i	-1.9
12	COc1ccc2ccc(=O)oc2c1CC(O)C(C)(C)O (stereo not drawn)	-4	-0.1	5	-6	4	0	-13	-1	i	0.4
13	N#Cc1ccc(S(=O)(=O)NCC(=O)OCC(=O)N2CCCC2=O)cc1	-2	-0.8	2	-1	3	-3	-11	2	i	-0.6
14	Cc1ccc(S(=O)(=O)N2CCN(C(=O)C3Cc4ccccc4CN3C(=O)c3ccco3)CC2)cc1 (stereo not drawn)	-5	-0.5	-6	-4	2	8	10	6	i	0.3
15	CC(Cc1ccccc1)C(=O)NCCO (stereo not drawn)	1	-0.1	4	-6	-9	-3	-6	-1	i	0.1
16	CN(C)c1ccc(/C=C(\NC(=O)c2ccccc2)C(=O)NCCN2CCOCC2)cc1	-5	0.2	0	-4	5	-5	-46	0	i	-0.5
17	O=C1O[C@H](CO)[C@@H](O)[C@H](O)[C@H]1O	-6	-1.4	1	3	0	1	8	0	i	-8.4
18	COc1cc(/C=C/c2ccc3c(Br)cc(Br)c(O)c3n2)ccc1O	-10	2.4	-25	2	11	61*	-10	3	+	0.8
19	O=C(NCCC1=CCCCC1)c1ccc(F)c(S(=O)(=O)N2CCOCC2)c1	-15	-2.6	0	3	6	-2	-7	8	i	-0.2
20	Cc1cc(F)ccc1NC(=O)c1cc(S(=O)(=O)N2CCOCC2)cn1C	-11	-0.8	1	-3	-2	-1	11	4	i	-0.3
21	CCN(CC)c1ncnc2sc(C(=O)N3CCN(c4ccccc4)CC3)c(C)c12	-7	1.0	-15	-4	-5	-4	13	4	i	-1.2
22	CC(=O)c1ccc(OCC(=O)NCc2ccc(F)cc2)cc1	-6	-0.3	1	1	-5	-9	4	-4	i	-0.2
23	Cc1ccc(Cn2nnc3c(=O)[nH]c(C4CCN(S(=O)(=O)c5cc(C)ccc5C)CC4)nc32)cc1	-21	-1.4	-3	-5	4	5	0	-2	i	-0.5
24	COc1ccc(-c2ccc(C)cc2)cc1[C@H]1[C@@H]2C=CCC[C@@]2(C)C(=O)N1Cc1ccccc1	-8	8.1	-3	5	0	4	4	3	i	-0.3
25	NC12CCc3c(no[n+]3[O-])C1(O)CC(c1ccccc1)=[N+]2[O-] (stereo not drawn)	-1	-0.9	3	1	3	0	0	0	i	0.0
26	Cc1ccc(S(=O)(=O)N2CCN(C(=O)c3ccccc3Cc3ccccc3)CC2)c(C)c1	-7	4.0	-2	9	0	-3	-8	1	i	-0.2
27	CC(C)C(=O)Nc1ccc(Cl)cc1-c1nc2ccccc2[nH]c1=O	-8	-1.7	1	-9	-3	-2	-2	1	i	-0.3
28	C=CCc1ccc(OCC(O)CN2CCC(Cc3ccccc3)CC2)c(OC)c1 (stereo not drawn)	3	0.6	-10	-7	-3	0	-6	-1	i	-0.6
29	COc1ccc2[nH]c(C(=O)N/N=C/c3ccc(O)cc3O)cc2c1	-4	4.2	-7	30	2	0	2	0	i	4.0
30	Cc1c(C(=O)NC2CCCc3ccccc32)oc2ccccc12 (stereo not drawn)	-3	2.4	-5	0	-4	-3	-14	-4	i	-0.3
31	Cc1ccc(Cl)cc1N1CCN(C(=O)C2CCN(S(=O)(=O)c3cnc[nH]3)CC2)CC1	-7	0.3	-1	-2	4	3	6	-3	i	-0.3
32	CN1CCN(CC#CCC2(O)c3ccccc3-c3ccccc32)CC1	-5	-0.4	-4	4	14	-2	2	-2	i	-0.1
33	Fc1ccccc1-c1nc2c(s1)CCc1onc(-c3ccc(Br)cc3)c1-2	-9	-1.1	0	1	-3	-1	-20	1	i	-0.4
34	O=C(CCNS(=O)(=O)c1cccs1)NC1CCN(Cc2ccccc2)CC1	-6	-0.2	1	-2	-2	-1	8	-2	i	-1.1
35	Cc1ccc(NC(=O)C2CCN(S(=O)(=O)c3ccc4[nH]c(=O)oc4c3)CC2)cc1F	-8	-1.1	-4	5	6	3	-11	-3	i	-0.3
36	O=Cc1cn(-c2ccccc2)nc1-c1ccncc1	-5	0.8	0	-3	2	-2	1	-4	i	-0.2
37	Nc1nonc1-c1nc2ccccc2n1Cc1ccccc1	-7	1.9	-8	2	0	-3	-10	0	i	0.3
38	CCN(CC)c1ccc(NC(=O)C2=CCN(S(=O)(=O)c3ccc(F)cc3)CC2)c(C)c1	-9	-0.5	-3	5	-7	-1	1	1	i	0.2
39	Cc1ccc(S(=O)(=O)N2CCC(C(=O)N3CCCC(C(F)(F)F)C3)CC2)cc1C (stereo not drawn)	1	-0.2	-1	-7	1	-2	6	1	i	-0.4
40	CCn1c(SCC(=O)N/N=C/c2cccs2)nc2ccccc21	-4	-2.1	2	-16	-2	-1	2	0	i	-0.3

# Arranged by molar mass (low to high): some entries from above
no.	canonical_smiles	Scp1 inh	LMPTP inh	DNMT1 block	SUMO1-SIM PPI	CSN inh	NadD inh	MLLE-PAM2 inh	STEP inh	Rpn11 block	Tb MetRS inh
36	O=Cc1cn(-c2ccccc2)nc1-c1ccncc1	-5	0.8	0	-3	2	-2	1	-4	i	-0.2
37	Nc1nonc1-c1nc2ccccc2n1Cc1ccccc1	-7	1.9	-8	2	0	-3	-10	0	i	0.3
30	Cc1c(C(=O)NC2CCCc3ccccc32)oc2ccccc12 (stereo not drawn)	-3	2.4	-5	0	-4	-3	-14	-4	i	-0.3
29	COc1ccc2[nH]c(C(=O)N/N=C/c3ccc(O)cc3O)cc2c1	-4	4.2	-7	30	2	0	2	0	i	4.0
32	CN1CCN(CC#CCC2(O)c3ccccc3-c3ccccc32)CC1	-5	-0.4	-4	4	14	-2	2	-2	i	-0.1
34	O=C(CCNS(=O)(=O)c1cccs1)NC1CCN(Cc2ccccc2)CC1	-6	-0.2	1	-2	-2	-1	8	-2	i	-1.1
33	Fc1ccccc1-c1nc2c(s1)CCc1onc(-c3ccc(Br)cc3)c1-2	-9	-1.1	0	1	-3	-1	-20	1	i	-0.4
39	Cc1ccc(S(=O)(=O)N2CCC(C(=O)N3CCCC(C(F)(F)F)C3)CC2)cc1C (stereo not drawn)	1	-0.2	-1	-7	1	-2	6	1	i	-0.4
31	Cc1ccc(Cl)cc1N1CCN(C(=O)C2CCN(S(=O)(=O)c3cnc[nH]3)CC2)CC1	-7	0.3	-1	-2	4	3	6	-3	i	-0.3

# Other structures
no.	canonical_smiles	Scp1 inh	LMPTP inh	DNMT1 block	SUMO1-SIM PPI	CSN inh	NadD inh	MLLE-PAM2 inh	STEP inh	Rpn11 block	Tb MetRS inh
41	CCc1ccc(NC(=O)C(=O)NCCN2CCN(S(C)(=O)=O)CC2)cc1	-8	-0.7	2	0	7	-3	-5	-1	i	-0.3
42	CC1=CC(=C(C#N)C#N)C=C(C)N1CCN1CCN(C(=O)Nc2cccc(Cl)c2)CC1	-10	1.4	9	0	1	3	2	0	i	0.4
43	COc1ccccc1-n1c(SCC(=O)Nc2cccc(C)c2)nc2c(c1=O)SCC2	-12	1.3	-11	-8	-1	7	-2	0	i	0.3
44	O=C1C(Cl)=C(NCC2CCCO2)C(=O)N1Cc1ccccc1 (stereo not drawn)	-5	0.0	-4	-13	5	0	-11	2	i	-0.3
45	Cc1ccccc1OCc1nnc(SCC(=O)Nc2c(C)n(C)n(-c3ccccc3)c2=O)n1-c1ccccc1	3	0.2	1	3	-3	1	-110	1	i	-0.9
46	Cc1cc(CSc2ccccc2)ccc1NC(=O)c1cccc([N+](=O)[O-])c1	54*	-1.3	9	-1	1	-3	-3	-2	i	-0.6
47	Cc1ccccc1CN1CCN(C(C)C(=O)NNC(=O)c2ccc(F)cc2)CC1 (stereo not drawn)	0	-1.4	0	-3	-2	1	7	-2	i	0.2
48	COc1ccccc1C(=O)NCc1ccccc1	1	-1.2	2	-2	1	2	-1	-8	i	0.3
49	CCN(CC)c1nc2ccccc2nc1-n1nc(C)cc1C	-11	-0.1	-2	-1	0	-7	-12	1	i	-0.6
50	Cc1cc(NC(=O)CCC(=O)N(Cc2ccc(F)cc2)C(C(=O)NC2CCCC2)c2ccco2)no1 (stereo not drawn)	-2	-1.1	1	7	1	-3	-9	2	i	0.1
51	NC(=S)c1cnn2c(-c3cccc(C(F)(F)F)c3)ccnc12	-4	-1.4	1	-8	6	4	38*	3	i	-1.1
